OXTR potentiator: human OXTR potentiation | 320,000 compounds, 0.061% hits | P30559 | AID 2445 | activation, % at 3 µM | CHO-OTR cells, Fluo-8 calcium fluorescence, potentiator mode; 0% = oxytocin EC15, 100% = EC100;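 active = activation above that plate's cutoff, the mean activation of tested compounds plus 3 SD, cut at about 6.6% in these data, passing the limit was not always enough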;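 also: 100% uses oxytocin at 75 nM as the full agonist control; some results filed as inactive read as strong as hits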
Target sequence (P30559 whole entry, looked up): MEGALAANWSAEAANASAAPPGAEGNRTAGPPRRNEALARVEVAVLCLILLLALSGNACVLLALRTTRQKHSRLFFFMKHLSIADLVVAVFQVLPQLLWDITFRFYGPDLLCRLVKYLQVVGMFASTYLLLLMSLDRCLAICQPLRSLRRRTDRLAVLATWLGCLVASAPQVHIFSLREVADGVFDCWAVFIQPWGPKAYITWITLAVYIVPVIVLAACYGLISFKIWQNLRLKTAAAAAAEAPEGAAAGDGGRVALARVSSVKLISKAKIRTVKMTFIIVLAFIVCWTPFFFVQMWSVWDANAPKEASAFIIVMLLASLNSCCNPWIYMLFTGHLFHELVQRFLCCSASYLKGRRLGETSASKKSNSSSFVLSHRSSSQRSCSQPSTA
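assay system = CHO-OTR cells, human receptor | schedule = compound 6 min at room temperature before oxytocin, 100 s read | detection = Fluo-8 intracellular calcium fluorescence, ex 470-495, em 515-575 nm | evaluation = normalized max/min fluorescence ratio, % activation | control set = EC15 oxytocin alone as 0%, 75 nM oxytocin (EC100) as 100%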
CHO-K1 Ca antag: counter-screen for M1 antagonists: effect in parental CHO-K1 cells | ATP-induced calcium, Fluo-8 fluorescence | inhibition, % at 3 µM | 360,000 compounds, 0.6% hits | AID 602250;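 active = inhibition above a per-plate cutoff, the plate's mean sample inhibition plus 3 SD, cut at about 24% in these data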;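 also: 0% = DMSO plus EC80 ATP and 100% = DMSO alone without ATP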
CHO-K1 Ca ag: counter-screen for M1 agonists: effect in parental CHO-K1 cells | 360,000 compounds, 0.48% hits | activation, % at 3 µM | Fluo-8 calcium fluorescence; scaled to maximal ATP response, vehicle zero; in the data active = activation above about 15%;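 also: untransfected CHO-K1 host cells lacking M1 receptor as counterscreen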
M4 antag: antagonists of human muscarinic M4 receptor (CHRM4); P08173; CHO-hM4 cells, ACh EC80, Fluo-8 calcium fluorescence; inhibition, % at 3 µM; 360,000 compounds, 0.73% hits;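 active = inhibition above its plate's cutoff, the mean inhibition of sample wells plus 3 SD, cut at about 27% in these data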;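 also: 0% = acetylcholine EC80 with DMSO and 100% = DMSO without agonist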
Target sequence (P08173 whole entry, looked up): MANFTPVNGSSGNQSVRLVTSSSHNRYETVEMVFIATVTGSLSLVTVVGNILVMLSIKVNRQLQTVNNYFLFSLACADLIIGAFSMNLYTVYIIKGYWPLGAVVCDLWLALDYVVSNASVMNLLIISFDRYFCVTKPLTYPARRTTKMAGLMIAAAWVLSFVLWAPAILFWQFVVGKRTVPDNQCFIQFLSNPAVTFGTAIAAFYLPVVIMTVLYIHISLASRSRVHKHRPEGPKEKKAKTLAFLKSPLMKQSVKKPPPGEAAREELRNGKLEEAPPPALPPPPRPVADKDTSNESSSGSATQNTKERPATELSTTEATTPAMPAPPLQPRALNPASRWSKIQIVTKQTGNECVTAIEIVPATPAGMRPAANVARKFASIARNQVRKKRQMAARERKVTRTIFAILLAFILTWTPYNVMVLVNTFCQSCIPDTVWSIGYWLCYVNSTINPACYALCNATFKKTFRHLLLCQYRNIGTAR
CHO parental Ca: signal in parental CHO cells, OX1R antagonist counter-screen; parental CHO-K1, ATP-induced calcium, Fluo-8 fluorescence; 330,000 compounds, 0.63% hits; inhibition, % at 5.6 µM;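 active = inhibition above that plate's mean sample inhibition plus 3 SD, cut at about 26% in these data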;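 also: 0% = ATP-challenged DMSO wells and 100% = DMSO wells without ATP; some compounds past the cut are filed as inactive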
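Material – parental CHO cells · Reagent – ATP stimulus · Compound – single nominal dose of 5.6 µM per compound · Detection – Fluo-8 fluorescence · Read-out basis – percent inhibition of calcium signal · Controls – ATP-challenged DMSO wells low, unchallenged DMSO wells high · Repeats – no replicates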
CHRM1 PAM: human CHRM1 positive allosteric modulation. P11229. CHO-K1 hM1, Fluo-8 calcium fluorescence, ACh EC20; 0% = ACh EC20, 100% = maximal ACh. activation, % at 3 µM. 360,000 compounds, 0.088% hits; in the data active = activation above about 19%, passing the limit was not always enough
M1 ag: human M1 muscarinic receptor agonism; AID 588814; CHO-K1 hM1, Fluo-8 calcium fluorescence, agonist mode; 0% DMSO, 100% acetylcholine EC100; activation, % at 3 µM; 360,000 compounds, 0.33% hits;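 active = activation above the run's mean compound activation plus 3 SD, cut at about 16% in these data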;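 also: peak over basal fluorescence ratio within a 140 s kinetic read after compound addition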
CHRM1 antagonist: blocks human M1 muscarinic receptor; 360,000 compounds, 1.3% hits; CHO-K1 hM1, Fluo-8 calcium fluorescence, ACh EC80 antagonist; AID 588852; inhibition, % at 3 µM;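 active = percent inhibition above its own plate's cutoff, namely the mean of that plate's compound wells plus 3 SD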;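 also: peak over basal fluorescence ratio during 140 s after agonist addition; 0% = ACh EC80 plus DMSO and 100% = DMSO alone without agonist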
CHRM4 agonist: agonists of human muscarinic M4 receptor (CHRM4); P08173; 360,000 compounds, 0.14% hits; activation, % at 3 µM; CHO-K1 hM4/Gqi5, Fluo-8 calcium fluorescence; vehicle 0%, full acetylcholine response 100%;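 active = activation above the run mean over all test wells plus 3 SD, cut at about 32% in these data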;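 also: peak over basal fluorescence ratio per well then scaled between controls; 0% = DMSO wells and 100% = acetylcholine at EC100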
* marks the source's active call; other numbers are inactive results; . = no result given; & = joins results of further samples.

Molecule,OXTR potentiator,CHO-K1 Ca antag,CHO-K1 Ca ag,M4 antag,CHO parental Ca,CHRM1 PAM,M1 ag,CHRM1 antagonist,CHRM4 agonist
O=C(NCCN1CCOCC1)c1cccc(S(=O)(=O)Nc2cc(Cl)ccc2Cl)c1,.,1,1.9,-1,.,5,6,-6,1
Cc1nc2oc(C(=O)c3ccc(Br)cc3)c(N)c2c2c1COC(C)(C)C2,-8,6,-0.1,0,-31,4,-1,-2,0
Cc1c(C(=O)O)sc(S(=O)(=O)N2CCN(C(=O)Cc3ccc(Cl)cc3)CC2)c1C(=O)O,.,-9,-0.1,-7,.,7,-3,-9,1
O=C(NCc1ccncc1)Nc1ccccc1,-3,-7,0.0,3,-7,7,-3,-1,1
Cc1ccsc1/C=C(\C#N)C(=O)NC1CCS(=O)(=O)C1 (stereo not drawn),0,-8,1.0,3,-7,1,-5,9,1
Cc1nc(CC(=O)c2ccc(O)cc2O)cs1,0,-10,0.0,4,0,6,-3,-7,0
COc1ccc(OC)c(NC(=O)C2CCCNC2=O)c1 (stereo not drawn),5,-15,-0.1,-11,-9,-3,1,-4,1
O=C1CCC[C@@H]2C=C[C@H](c3ccc(Br)cc3)[C@H]3CCN1[C@@H]32,.,-6,2.3,1,.,.,.,.,3
CC(C=NNC(=O)C(=O)NN=CC(C)=Cc1ccccc1)=Cc1ccccc1,.,-16,1.4,-21,.,6,0,-14,4
Cc1cccc(Nc2nc(N3CCCC3)nc(N3CCCC3)n2)c1,-8,-12,-0.4,-3,-20,9,-2,-9,-1
O=C(Nc1ccc(Cl)cc1)NC1CCCc2ccccc21 (stereo not drawn),-16,-10,2.5,-4,-3,-5,-1,-6,6
Cc1ccccc1SCC(=O)N/N=C/c1ccc(F)cc1,-13,-4,1.4,1,-4,4,-4,1,1
CCc1ccccc1NC(=S)NCC1CCN(c2ccc(OC)cc2)C1 (stereo not drawn),-2,-9,2.3,1,5,4,-5,-14,2
CCCCNc1c(-c2ccc(OC)c(SC3CCCCC3)c2)nc2ccc(C)cn12,-4,33*,8.2&9.6,78*,98*,-16,1,49*,15&19
Cc1cc(=O)[nH]c(Nc2ccc(Cl)cc2)n1,2,-8,4.3,3,-2,-3,2,4,3
COc1ccccc1CCNC(=O)c1ccoc1C,-2,-23,0.1,-12,-14,2,-4,9,3
Cc1cc(=O)n(C)c(=O)n1CCCCOc1cccc([N+](=O)[O-])c1,-14,7,0.5,2,-5,2,-9,2,3
CCCCN1CC(N2CCN(Cc3cccc(C)c3)CC2)CS1(=O)=O (stereo not drawn),.,19,0.0,-4,.,-2,-12,8,1
CC1CCN(c2c(NCC3CCC(C(=O)Nc4ccccn4)CC3)c(=O)c2=O)CC1 (stereo not drawn),-3,-9,0.0,-3,-2,23,3,-27,-1
Cc1c(CCOC(=O)c2ccc(N3CCOCC3)c([N+](=O)[O-])c2)sc[n+]1CC#N,-3,-9,1.7,-6,-11,-2,-6,-3,1
C=CCn1c(SC2CCOC2=O)nc2sc(C)c(C)c2c1=O (stereo not drawn),-3,-6,0.5,3,-10,-2,-7,1,-1
Cc1ccc(CCNC(=O)C2CCC(=O)N2C(C)C)cc1 (stereo not drawn),-3,-14,1.1,6,0,1,-3,-14,2
COC1C(=O)CCC2(CO2)C1(O)C1(C)OC1CC=C(C)C (stereo not drawn),.,15,-0.9,-5,.,4,-1,-7,2
CC(C)(C)S(=O)(=O)c1cnc(N2CCOCC2)nc1N,4,-5,0.6,0,-5,8,-3,-8,1
CCc1cc(=O)oc2cc(OCC(=O)NC3CC(C)(C)NC(C)(C)C3)ccc12,2,-3,2.0,1,3,2,-3,1,1
CCOC(=O)C1=C(N)n2c(s/c(=C\c3cccs3)c2=O)=C(C(=O)OCC)C1c1cccs1 (stereo not drawn),-7,-10,0.1,-2,-4,7,-3,-3,2
CCCCC(=O)Nc1ccccc1Oc1ccccc1,5,9,-0.9,-5,-14,6,-7,-3,-2
O=C1/C(=C\c2ccc(Cl)cc2)CCC1CNc1ccc(Cl)cc1 (stereo not drawn),.,-4,0.4,9,.,-4,-7,-4,2
Cc1ccc(C(=O)COC(=O)c2cccc(N3C(=O)c4c(C)nc5ccccc5c4C3=O)c2)cc1C,-6,19,0.8,-7,-9,2,-2,7,0
COc1cccc(/C=N/NC(=O)c2ccc([N+](=O)[O-])cc2Cl)c1O,-6,0,1.2,-3,-9,-8,-4,1,2
Cc1ccc(O)c(C(CC(=O)NC2CCCCC2)c2ccccc2)c1 (stereo not drawn),1,-7,1.7,-6,-17,-2,-9,-6,2
O=C(Nc1ccc2c(c1)OCCO2)C1CCN(S(=O)(=O)c2ccccc2)CC1,-9,-4,1.5,-7,-5,19,-1,-4,9
C=CCn1c(NCc2ccccc2O)nc2ccccc21,-11,-4,2.9,-2,-17,7,-5,-11,1
O=S(=O)(Nc1ccc(-c2ccc3nncn3n2)cc1)c1cccs1,2,-10,1.8,-12,-9,9,-1,-20,3
Nc1nnc(CSc2ccc(Cl)cc2)s1,-15,-7,1.7,10,-5,6,-2,-9,2
Cc1cccc(N2CCN(C(=O)c3ccncc3)CC2)c1C,-8,-1,0.4,2,-14,14,-2,-21,2
CCN(CC)S(=O)(=O)c1cccc(-c2nnc(SC(C)C(=O)NCCC3=CCCCC3)o2)c1 (stereo not drawn),-5,-11,3.9,3,-20,-16,-6,5,3
O=C(N/N=C/c1ccccc1C(F)(F)F)c1ccc(O)cc1,0,11,-0.6,10,-1,5,-9,-3,0
O=C(O)c1cc2[nH]c3c(c2cc1Cl)CCCC3,-7,-1,0.3,-2,8,10,0,-16,1
Cc1cc(C)cc(NC(=O)Nc2ccc(S(=O)(=O)Nc3cc(C)on3)cc2)c1,-8,-10,1.7,10,-10,2,-4,0,0
CCOC(=O)Cc1nnc(NC(=O)C(CC)Sc2nc(C)cc(=O)[nH]2)s1 (stereo not drawn),-2,6,-0.2,3,4,2,-1,0,0
COc1ccccc1C(=O)OCC#CCSc1nnc(-c2cccc3ccccc23)o1,-4,3,-0.1,-1,-11,0,-2,2,1
O=C(Nc1c2c(nn1-c1ccc(Cl)cc1)CS(=O)(=O)C2)C1CC1,-2,-14,0.3,-8,1,7,0,-11,1
NC(=O)C1CCN(C(=O)CCC(=O)c2ccc(Br)cc2)CC1,-19,10,-0.5,-7,-4,7,1,-5,1
CC(=O)N(Cc1cccs1)C1CCOC(C)(C)C1 (stereo not drawn),-1,-12,1.1,-5,9,2,-5,-22,1
COc1ccc(CC(=O)NNC(=O)[C@@H]2CCCC[C@@H]2C(=O)O)cc1,4,0,0.1,-1,-11,0,-3,2,0
C#CCOCCOCCOCCNc1nc(N2CCN(C(=O)CCCCCCCCCCNC(=O)[C@H](CCCCN)n3cc(C[C@@H](C)CC)nn3)CC2)nc(N2CCN(C(=O)CCCCCCCCCCNC(=O)[C@H](CCCCN)n3cc(C[C@@H](C)CC)nn3)CC2)n1,-11,3,0.3,9,101*,-18,-11,10,2
Cc1ccc2nc(-c3ccccn3)cc(C(=O)NC(C)C(C)(C)C)c2c1 (stereo not drawn),4,-8,1.0,2,-20,4,-1,5,2
CCC(C)(C)NC(=O)CN(C(=O)CCC(=O)Nc1ccccn1)c1ccc2c(c1)OCO2,1,-16,0.8,1,1,10,-5,-6,0
Cn1c(Cl)cnc1C(O)(c1ccccc1)c1ccccc1,2,-10,0.6,-4,-18,1,-4,-10,0

Another view of some results above.
> COc1cccc(/C=N/NC(=O)c2ccc([N+](=O)[O-])cc2Cl)c1O
- OXTR potentiator: -6
- CHO-K1 Ca antag: 0
- CHO-K1 Ca ag: 1.2
- M4 antag: -3
- CHO parental Ca: -9
- CHRM1 PAM: -8
- M1 ag: -4
- CHRM1 antagonist: 1
- CHRM4 agonist: 2

> Cc1ccc(O)c(C(CC(=O)NC2CCCCC2)c2ccccc2)c1 (stereo not drawn)
- OXTR potentiator: 1
- CHO-K1 Ca antag: -7
- CHO-K1 Ca ag: 1.7
- M4 antag: -6
- CHO parental Ca: -17
- CHRM1 PAM: -2
- M1 ag: -9
- CHRM1 antagonist: -6
- CHRM4 agonist: 2

The listing continues.
Molecule,OXTR potentiator,CHO-K1 Ca antag,CHO-K1 Ca ag,M4 antag,CHO parental Ca,CHRM1 PAM,M1 ag,CHRM1 antagonist,CHRM4 agonist
COc1cc(Cl)c(C)cc1NC(=O)CSc1nnc(-c2cccnc2)n1Cc1ccco1,6,22,-0.3,-1,-13,-5,-5,4,0
O=C(O)CSc1nnc(-c2cccc(S(=O)(=O)N3CCOCC3)c2)n1-c1cccc(Cl)c1,-13,-18,1.5,1,1,15,-2,-18,1
CCc1ccccc1NC(=O)NC(C)c1ccc2c(c1)OCO2 (stereo not drawn),-2,-6,0.8,-1,-6,8,-4,-4,0
Cc1ccccc1OCCOC(=O)c1nc2nccc(C)n2n1,-7,-10,1.1,-2,-9,16,-6,-11,1
CC(=O)OCc1c(C)cc(C)c(/C=C(/C#N)C(N)=O)c1C,-18,4,12,-5,6,9,-4,-4,2
CC(=O)Nc1ccc2c(c1)CCCC2=O,4,4,0.8,-1,-18,10,-3,-10,5
COc1ccc(-c2nc3n(c(=O)c2C#N)CCS3)cc1OC,-8,-10,-0.4,0,2,-10,-2,6,1
COc1ccc(OCc2nc3ccc(S(=O)(=O)Nc4ccccc4Cl)cc3[nH]2)cc1,-7,-5,5.6,-2,-8,1,-5,4,9
N#CC1=C(N)N(c2ccccc2)C2=C(C(=O)CCC2)C1c1ccsc1 (stereo not drawn),-1,1,0.2,7,-1,-2,-6,6,0
COc1cccc(CN2CC(C(=O)NCCCc3ccc(C)cc3)CCC2=O)c1 (stereo not drawn),-1,-7,1.9,-3,-17,2,0,-3,2
CC1(C)Oc2ccc(C(=O)Nc3ccccc3)cc2N(CC#N)C1=O,-11,-10,5.7,7,-3,-2,-3,4,11
O=C1C2C3C=CC(C4CC34)C2C(=O)N1c1cc(Cl)ccn1 (stereo not drawn),0,-12,1.7,-2,-4,12,-5,-16,1
CC(C)N=C1CC(C)(C)CC(=O)/C1=C(/O)CCCN1C(=O)c2ccccc2C1=O,3,1,0.4,-8,-14,15,-10,-16,1
O=C(CNc1ccc(F)cc1)N/N=C1\CCCc2ccccc21,-1,-4,-0.3,-6,-6,0,-8,1,3
Cc1ccn(-c2n[nH]c(C)c2[N+](=O)[O-])n1,4,4,1.3,4,-2,12,-4,-10,1
CC(NC(=O)Cn1c(=O)oc2cc(S(=O)(=O)N3CCCC3)ccc21)c1ccccc1 (stereo not drawn),-8,-7,1.5,-9,6,4,-1,-9,1
CCOC(=O)c1c(NC(=O)c2ccoc2C)sc2c1CCC2,-6,-1,0.4,-5,-14,12,-4,-9,0
O=C(NC1CCCc2ccccc21)C1CCC(CNS(=O)(=O)c2cccc3nsnc23)CC1 (stereo not drawn),-6,6,-0.1,1,5,5,1,-3,1
